# Screening results from PubChem.
# KCNQ2 inh: KCNQ2 potassium channel inhibitors, primary screen, cell-based, CHO-K1, FluxOR thallium flux, B-score (AID 2156); 310,000 tested, 1.1% active; B-score at 10 µM; O88943; 20 min; hits give low values;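 active = fluorescence ratio B-score at most minus 3 library SDs, with starting brightness B-score within 2 library SDs, cut at about -5.5 in these data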
# Target sequence (O88943 whole entry, looked up): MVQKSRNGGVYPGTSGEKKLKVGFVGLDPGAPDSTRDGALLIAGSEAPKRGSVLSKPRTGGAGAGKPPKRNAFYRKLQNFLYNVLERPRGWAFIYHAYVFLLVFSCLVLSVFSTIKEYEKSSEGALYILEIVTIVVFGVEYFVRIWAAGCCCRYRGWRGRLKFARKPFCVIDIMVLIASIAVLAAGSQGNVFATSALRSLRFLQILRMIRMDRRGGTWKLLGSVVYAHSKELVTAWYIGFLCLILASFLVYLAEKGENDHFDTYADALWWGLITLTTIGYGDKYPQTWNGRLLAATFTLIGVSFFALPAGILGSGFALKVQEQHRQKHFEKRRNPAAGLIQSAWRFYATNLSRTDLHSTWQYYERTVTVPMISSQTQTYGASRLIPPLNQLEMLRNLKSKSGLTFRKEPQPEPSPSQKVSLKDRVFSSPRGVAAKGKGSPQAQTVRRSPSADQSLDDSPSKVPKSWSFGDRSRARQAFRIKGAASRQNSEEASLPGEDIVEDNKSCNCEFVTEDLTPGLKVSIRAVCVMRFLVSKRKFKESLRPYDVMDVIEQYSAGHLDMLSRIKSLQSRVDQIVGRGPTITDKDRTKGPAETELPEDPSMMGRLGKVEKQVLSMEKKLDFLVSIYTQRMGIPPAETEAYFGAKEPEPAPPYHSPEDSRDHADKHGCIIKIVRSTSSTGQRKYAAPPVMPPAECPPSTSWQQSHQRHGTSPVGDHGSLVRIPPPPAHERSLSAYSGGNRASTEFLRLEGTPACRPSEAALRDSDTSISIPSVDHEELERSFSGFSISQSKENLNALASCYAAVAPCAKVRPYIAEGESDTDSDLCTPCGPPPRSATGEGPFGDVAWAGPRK
# Kir21 inh: Kir2.1 (mouse) channel inhibition. P35561. HEK293-Kir2.1, FluxOR thallium flux fluorescence; hits give low values. B-score at 10 µM. 310,000 tested, 0.85% active. AID 1672;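 active = fluorescence ratio B-score at or below minus 3 SD of library scores, with starting-brightness B-score within 2 SD, cut at about -4.2 in these data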;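 note: channel flux triggered by added potassium and thallium sulfate stimulus; B-score of peak minus minimum fluorescence over baseline after thallium stimulus; more negative B-score means stronger Kir2.1 block with less thallium influx; some compounds called inactive have numbers as strong as hits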
# The depositor's hits bear a star; i = inactive. An unsorted share of the library (roughly 1.8% active in at least one column).
SMILES,Kir21 inh,KCNQ2 inh
CN(C)NC(=S)Nc1ccc2nc(-c3ccccn3)c(-c3ccccn3)nc2c1,1.2,i
CC1(C)CC(NC(=O)C(=O)NCCc2ccc(Cl)cc2)CC(C)(C)N1,0.71,i
CCOC(=O)/C(=C/c1ccccc1)NC(=O)c1ccco1,-1.6,i
Cc1ccccc1-n1c(-c2ccc3ccccc3n2)n[nH]c1=S,1.8,i
CC(=O)Nc1cc2c3c(c1)CCC(=O)N3CCC2,0.57,i
Cc1[nH]c2ccccc2c1C1(O)C(=O)N(C(C)C)c2ccccc21 (stereo not given),1.2,i
c1ccc(C2=NOC(c3nnc(-c4ccccc4)o3)C2)cc1 (stereo not given),-0.44,i
CC(=O)N1CCCc2cc(S(=O)(=O)N3CCCC(C(=O)Nc4cccc(C)c4)C3)ccc21 (stereo not given),-1.6,i
Cc1ccc(Nc2nc(CSc3nnnn3-c3ccccc3)cc(=O)[nH]2)cc1,-1.1,i
CC1NC(C)(C)Cc2c1ccc1ccccc21 (stereo not given),0.04,i
CCOC(=O)c1[nH]c(C)c(C(=O)OCc2c(C)noc2C)c1C,-0.08,i
O=C(CCc1ccc(S(=O)(=O)N2CCCCC2)cc1)c1nnc(-c2ccccc2)o1,-0.91,i
O=C(Nc1ccccc1)C(c1ccccc1)C1CCCC1 (stereo not given),0.04,i
CSCCC(NC(=O)c1cccc([N+](=O)[O-])c1)C(=O)OCC(=O)N1CCCC1=O (stereo not given),-1.1,i
CSc1cnc2c(=O)[nH]c(=O)n(C)c2n1,0.88,i
COCCCNC(=O)C1CC(=O)N(CCc2ccc(F)cc2)C1 (stereo not given),0.05,i
Cc1cc(Nc2ccccc2)nc(N2CCN(C(=O)c3ccc4c(c3)OCO4)CC2)n1,0.64,i
O=C(NCc1ccco1)c1ccc(Oc2ccccc2)cc1,0.49,i
Cc1ccc(CC(CC(=O)Nc2cccc(C(F)(F)F)c2)C(=O)O)cc1 (stereo not given),0.28,i
COc1ccc(NC(=O)Nc2ccc(F)cc2)c(C)c1,0.09,i
COc1ccc(-c2ncncc2-c2csc(C)n2)c(O)c1OC,0.03,i
COc1ccc(C2/C(=C(/O)c3ccc(C)cc3)C(=O)C(=O)N2c2ccccn2)cc1 (stereo not given),-0.53,i
O=C(c1cccc(Br)c1)N1CCN(S(=O)(=O)N2CCCCC2)CC1,2.4,i
CS/C(Nc1cc(Cl)ccc1Cl)=C(/C#N)C(=O)c1ccco1,-0.7,i
CC(C)OCCCNC(=O)C(NC(=O)c1ccc(Cl)cc1)C(C)C (stereo not given),0.7,i
CCc1cc(C(=O)OC)c(NC(=O)CC2NCCNC2=O)s1 (stereo not given),0.95,i
C/C(=N/NC(=O)C1CCCN1C(=O)c1ccc([N+](=O)[O-])cc1)c1ccc(Br)cc1 (stereo not given),-1.6,i
COCCN(C(=O)c1csnn1)C(C(=O)NC1CCCCC1)c1ccccc1 (stereo not given),-0.2,i
COc1cccc(N2CC(C)Cn3c2nc2c3c(=O)n(CCN3CCOCC3)c(=O)n2C)c1 (stereo not given),-0.85,i
Cc1ccc(CNC(=O)c2ccc(N3CCCC3=O)cc2)cc1,-1.4,i

# Next part
SMILES,Kir21 inh,KCNQ2 inh
CCc1ccc(-c2nc(CN3CCCC(C(=O)O)C3)c(C)o2)cc1 (stereo not given),0.36,i
COc1ccccc1C(=O)c1c(C)c(CCC#N)n2ccccc12,-0.92,i
CCn1c(N2CCN(C(=S)NCCc3ccccc3)CC2)nc2ccccc21,-0.82,i
O=C(CCC(=O)c1ccc(Oc2ccccc2)cc1)Nc1ccc(C(=O)O)cc1,2.2,i
CCOc1nc(C)ccc1-c1noc(-c2cccnc2)n1,2.2,i
CCOC(=O)Nc1ccc(NC(=O)c2c(OC)cccc2OC)cc1,-1,i
CC(C)c1ccc(NC(=O)C(c2ccccc2)N2CCN(C=O)CC2)cc1 (stereo not given),1.5,i
CCN(CC)S(=O)(=O)c1cc(NS(=O)(=O)c2cccc(C(=O)O)c2)ccc1C,1.4,i
CC1(C)CC(N=C2C([N+](=O)[O-])=CC=C3C2=NC2(CCCCC2)N3O)CC(C)(C)N1,1.6,i
Cc1nn(C)c(C)c1CNC(=O)/C=C/c1ccccc1F,-1.6,i
O=C(COC(=O)C1CCN(C(=O)Nc2ccccc2)CC1)NCC(F)(F)F,0.69,i
Cc1nc(-c2ccccc2)sc1C(=O)CSc1ccc(Br)cc1,1.6,i
COC(=O)Cc1ccc(NC(=S)NCCSc2ccc(Cl)cc2)cc1,1.2,i
CCC1(C)Cc2c(sc3nc(SC)nc(NCCN(C)C)c23)CO1 (stereo not given),-1,i
O=C(CNC(=S)NC(=O)c1ccccc1)c1ccccc1,-4.3,i
O=C(COc1ccccc1)NC1CCCc2ccccc21 (stereo not given),-0.05,i
O=C(Cn1nnc2ccccc21)c1cccc([N+](=O)[O-])c1,-2.3,i
CCOc1ccc(CCNC(=O)COc2cccc(-n3cnnn3)c2)cc1OCC,-2.5,i
Cc1cc(C)cc(NC(=O)CSc2ccc(-c3cccs3)nn2)c1,-1.8,i
COC(=O)c1ccc(C)c(NC(=O)Cc2ccc([N+](=O)[O-])cc2)c1,0.32,i
NC(=O)CSCc1c(Cl)cccc1Cl,-0.6,i
O=C(CCC1CCCCC1)Nc1ccccc1-c1ccccc1,-1.2,i
COc1ccc2cc3cc(C(=O)NCc4ccccn4)oc3nc2c1,0.37,i
CCc1ccc(OCC(=O)Nc2cc(S(=O)(=O)CC)ccc2O)cc1,-0.04,i
COc1ccc(-c2cnnc(N/N=C/c3ccc(OC)c(OC)c3)n2)cc1,-1.9,i
COc1ccc(NC(=O)Nc2nnc(Cc3ccc(OC)c(OC)c3)s2)cc1,0.71,i
Cc1cc2c(cc1C)C(c1cccc([N+](=O)[O-])c1)CC(=O)N2 (stereo not given),-0.75,i
Cc1ccc(S(=O)(=O)N(C)C)cc1NC(=O)Nc1ccccc1F,-0.09,i
O=C1CCCN1CCCNC(=S)Nc1ccc(Br)cc1Cl,0.21,i
COc1ccc(OC)c(CN2CCC(N3CCC(C(=O)NC4CC4)CC3)CC2)c1,1.2,i

# (cont.)
SMILES,Kir21 inh,KCNQ2 inh
Cc1ccc(NP(=O)(c2ccc(N(C)C)cc2NC(=O)c2cccs2)N2CCOCC2)cc1 (stereo not given),0.35,i
Cc1ccc(NC(=O)Cc2nnc(SCC(=O)c3ccc(Br)cc3)n2C)cc1Cl,-0.78,i
CCOC(=O)N/N=C(C)/C=C/c1ccco1,-0.23,i
C/C=C(\C)C(=O)NCCN1C2=NC[C@H](C)N2C[C@@H]1Cc1ccc(OC)cc1,2.2,i
Cc1cc2c(ncn2C)c(NS(=O)(=O)c2ccc(Cl)cc2)c1C,-1.9,i
CCCCOc1ccc(C(=O)N/C(=C/C=C/c2ccccc2)C(=O)NC)cc1,1.3,i
NCCCC[C@@H]1NC(=O)c2cc([N+](=O)[O-])cc(F)c2NCCCC[C@@H](C(N)=O)NC(=O)[C@H](CCC(N)=O)NC1=O,0.6,i
CC(NCc1cc(Br)ccc1OCC(=O)NCc1ccccc1)c1ccccc1 (stereo not given),-16*,i
Cc1cc(NC(=O)C(C)SCC(=O)Nc2ccccc2OC(F)F)no1 (stereo not given),-0.1,i
CC1(C)NC(=O)N(CCOc2cccc(Cl)c2Cl)C1=O,1.6,i
Cn1c(=O)c2c(nc(NCC(O)CO)n2CCc2ccccc2)n(C)c1=O (stereo not given),0.13,i
Cc1cc(-c2ccccc2)c(C#N)c(N)n1,0.72,i
O=C(NC(=S)N1CCN(c2ccc(F)cc2)CC1)C12CC3CC(CC(C3)C1)C2,-0.38,i
N/C(Cc1ccc(Cl)c(Cl)c1)=N\OC(=O)c1cccs1,0.58,i
CCCCCC(=O)N(CN1C(=O)CCC1=O)c1ccccc1,1.6,i
CC(=O)Oc1ccccc1C1OC(=O)c2ccccc2N1C(C)=O (stereo not given),0.61,i
COc1ccc(Nc2nc(CN3CCOCC3)nc3sc4c(c23)CCC(C)C4)cc1OC (stereo not given),2.1,i
C=C(Cl)COc1ccc2c(C)cc(=O)oc2c1,-2.3,i
Cc1ccc(C(=O)N2CCCC(N(C)Cc3ccccc3)C2)s1 (stereo not given),-1.5,i
O=C(N/N=C/c1ccccc1[N+](=O)[O-])c1ccncc1,-0.18,i
Cc1cccc(-n2c(SCc3ccc(C#N)cc3)nnc2-c2c[nH]c3ccccc23)c1,-0.41,i
CC(=O)N1CC2(CC(=O)OC(C)C)CN(C(C)=O)CC(CC(=O)OC(C)C)(C1)C2=O,2.6,i
CCc1ccc(S(=O)(=O)NCc2csc(C)n2)s1,-0.8,i
O=C(Nc1ccc2c(c1)OCCO2)c1cccnc1,-0.32,i
CCn1c(C)nc2cc(C(=O)NNC(=S)NC(=O)c3ccccc3)ccc21,0.22,i
O=C(O)C1CC=CCC1C(=O)NCc1ccccc1 (stereo not given),-0.12,i
CCc1ccccc1NC(=O)c1ccc2c(c1)CCN2S(C)(=O)=O,0.62,i
CCCC(CCC)C(=O)Nc1ccncc1,-0.05,i
O=c1[nH]c(SCc2cccc(Cl)c2)nc2c1CCCC2,1.2,i
N#CCc1ccc(Oc2ncc(C(F)(F)F)cc2Cl)cc1,0.38,i

# Next results.
SMILES,Kir21 inh,KCNQ2 inh
COC(=O)c1ccsc1NC(=O)c1cccc(OC)c1,1.2,i
COc1ccc(C(=O)O/N=C2\CCS(=O)(=O)c3sccc32)cc1,0.28,i
NNC(=O)c1ccc([N+](=O)[O-])c(CS(=O)(=O)c2ccc(Cl)cc2)c1,0.18,i
O=C1c2ccccc2C(=O)N1/N=C/c1ccc(O)c(O)c1O,0.76,i
N#CCCn1c(SCC(=O)c2c[nH]c3ccccc23)nc2ccccc21,0.58,i
CC(=O)NCCn1c(C)cc2ccccc21,0.21,i
COc1ccc(C(=O)NC(=S)NNC(=O)c2ccccc2O)cc1,1.8,i
O=C(NCCCN1CCCC1=O)Nc1ccc(Br)cc1Cl,-0.37,i
CC(C)OCCCNC(=O)C1CCN(S(=O)(=O)c2ccc3nc4c(c(C(=O)O)c3c2)CCCCC4)CC1,-0.68,i
CCOC(=O)N1CCN(C(=O)C(CC)n2nc(C)c3sc4ccccc4c3c2=O)CC1 (stereo not given),0.29,i
Cc1ccc(NS(=O)(=O)c2ccc(OCC(=O)NCc3ccccn3)cc2)cc1,-0.29,i
O=C(CC1NC(=O)NC1=O)Nc1ccccc1 (stereo not given),-1.4,i
O=c1[nH]c(Cc2ccccc2)nc2scc(-c3ccccc3)c12,1.9,i
O=S(=O)(c1ccc(Br)cc1)N1CCN(c2cc(-c3ccccc3)nc3ncnn23)CC1,-0.84,i
CCCCn1c(N)c(N(CCOC)C(=O)CN2c3ccccc3CC2C)c(=O)[nH]c1=O (stereo not given),-1.2,i
COCCOC(=O)c1c(NC(=O)CNCc2ccco2)sc(C(N)=O)c1C,1.1,i
Cc1ccnc2c1ccc1ccccc12,-0.51,i
CCN(CC)C(=O)COc1ccc(S(=O)(=O)N2CCOCC2)cc1,1.1,i
Cc1cccc2cc(CN(Cc3cccnc3)C(=S)NCCCN(C)C)c(=O)[nH]c12,2.4,i
O=C(Nc1ccccc1F)c1c[nH]c(=O)[nH]c1=O,-0.44,i
CCOC(=O)CNC(=O)C1(/C=C/c2ccccc2)CC(=O)N1c1ccc(OC)cc1 (stereo not given),-0.02,i
CN1CCN(CC/C=C2/c3ccccc3Sc3ccc(S(=O)(=O)N(C)C)cc32)CC1,-2.4,i
CCOC(=O)c1cnc2c(-c3ccccc3)c(-c3ccccc3)nn2c1C,0.14,i
COCCNCC(=O)NCC12CC3CC(CC(C3)C1)C2,-0.31,i
CC(=O)c1cccc(N=Nc2c(-c3ccccc3)[nH]n(-c3ccccc3)c2=O)c1,-0.9,i
COc1ccc(CN(C)S(=O)(=O)c2nnc(NC(=O)c3ccccc3)s2)cc1OC,-0.39,i
O=C(OCC(=O)N1CCCc2ccccc21)c1cc(S(=O)(=O)N2CCOCC2)ccc1F,2.2,i
Cc1nnc(C)n1/N=C/c1cccc(Oc2ccccc2)c1,0.43,i
COc1ccc(N(C)C(=O)c2sc(Cl)nc2C)cc1,0.77,i
Cc1noc(C)c1COC(=O)c1ccc(-c2nc3ccccc3s2)s1,-0.34,i
O=c1cc(CO)oc(C(Nc2ccccn2)c2cccc(F)c2)c1O (stereo not given),-0.93,i
C=CCOC(=O)CN1C(=O)c2ccccc2C1=O,1.9,i

# Molecules shown so far with a COOH group:
SMILES,Kir21 inh,KCNQ2 inh
Cc1ccc(CC(CC(=O)Nc2cccc(C(F)(F)F)c2)C(=O)O)cc1 (stereo not given),0.28,i
CCc1ccc(-c2nc(CN3CCCC(C(=O)O)C3)c(C)o2)cc1 (stereo not given),0.36,i
O=C(CCC(=O)c1ccc(Oc2ccccc2)cc1)Nc1ccc(C(=O)O)cc1,2.2,i
CCN(CC)S(=O)(=O)c1cc(NS(=O)(=O)c2cccc(C(=O)O)c2)ccc1C,1.4,i
O=C(O)C1CC=CCC1C(=O)NCc1ccccc1 (stereo not given),-0.12,i
CC(C)OCCCNC(=O)C1CCN(S(=O)(=O)c2ccc3nc4c(c(C(=O)O)c3c2)CCCCC4)CC1,-0.68,i
